# MazF activator: MazEF (E. coli) toxin RNase activation | P0AE70 | FAM/BHQ RNA-DNA oligo cleavage fluorescence, 5 h | activation, % at 20 µM | hit rate 0.32% among 350,000 | AID 504720; in the data active = activation above about 50%
# Target sequence (P0AE70 whole entry, looked up): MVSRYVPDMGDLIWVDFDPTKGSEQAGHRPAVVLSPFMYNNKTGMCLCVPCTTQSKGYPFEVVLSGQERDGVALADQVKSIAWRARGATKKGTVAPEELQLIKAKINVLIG
# Rv3671c inh: Rv3671c (M. tuberculosis) protease inhibition; P9WHR9; inhibition, % at 5.96 µM; hit rate 0.048% among 320,000; AID 2606; in the data active = inhibition above about 38%;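 note: extracellular domain of Rv3671c used as enzyme; 0% = enzyme with DMSO and 100% = no enzyme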
# Mtb UGM inh: blocks M. tuberculosis UGM enzyme | P9WIQ1 | purified UGM, fluorescence polarization probe displacement | inhibition, % at 10 µM | hit rate 0.06% among 320,000 | AID 504406; in the data active = inhibition above about 10%, passing the limit was not always enough
# Target sequence (P9WIQ1 whole entry, looked up): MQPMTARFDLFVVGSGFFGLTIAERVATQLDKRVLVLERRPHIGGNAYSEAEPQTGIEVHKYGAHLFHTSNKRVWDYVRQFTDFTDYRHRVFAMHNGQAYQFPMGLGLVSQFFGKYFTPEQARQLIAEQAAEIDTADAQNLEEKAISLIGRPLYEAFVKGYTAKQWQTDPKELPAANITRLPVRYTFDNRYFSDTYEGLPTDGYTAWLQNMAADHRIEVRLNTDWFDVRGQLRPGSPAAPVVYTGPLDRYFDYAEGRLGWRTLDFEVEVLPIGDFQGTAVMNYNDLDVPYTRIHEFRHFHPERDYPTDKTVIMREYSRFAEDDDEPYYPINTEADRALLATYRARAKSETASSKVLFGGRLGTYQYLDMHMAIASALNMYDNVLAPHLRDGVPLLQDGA
# BioA inh: inhibitors of Mycobacterium tuberculosis BioA enzyme; purified M. tuberculosis BioA enzyme, plate reader; inhibition, % at 9.99 µM; hit rate 0.096% among 360,000; AID 602481; in the data active = inhibition above about 40%
# 3CLpro inhibitor: SARS-CoV 3CLpro protease inhibition | P0C6X7 | recombinant SARS-CoV 3CLpro, quenched FRET peptide cleavage | inhibition, % at 6 µM | hit rate 0.14% among 290,000 | AID 1706; in the data active = inhibition above about 12%
# PriA SSB inh: inhibitors of Klebsiella pneumoniae PriA binding to SSB C-terminal tail; AlphaScreen SSBct-PriA binding, biotinylated peptide; hit rate 0.6% among 430,000; inhibition, % at 33 µM; in the data active = inhibition mostly above about 37%, no sharp cut-off; inactive = mostly below about 20%;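 note: plate controls were negative control peptide for no effect and reference peptide for full effect; strong numbers were not always called active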
# Vc quorum ag: inducers of Vibrio cholerae quorum light production without autoinducers; V. cholerae BH1578 lux reporter, luminescence, 6 h; activation, % at 18.7 µM; hit rate 0.16% among 350,000; AID 588436; in the data active = activation mostly above about 9.7%, no sharp cut-off; note: not every result past the cut was called active; inactives centre near 0; reference of the scale not given here
# GDH-TPI counter: GDH-TPI coupled enzyme inhibition counter-screen | hit rate 1.2% among 360,000 | AID 588335 | GDH-TPI coupled enzyme counterscreen, NADH absorbance | inhibition, % at 4.8 µM; in the data active = inhibition above about 30%;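 note: 0% = DMSO wells and 100% = wells lacking the enzyme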
# Mtb FBA inh: inhibits M. tuberculosis FBA enzyme | P9WQA3 | inhibition, % at 1 µM | purified M. tuberculosis FBA, fluorescence read-out | hit rate 2.3% among 360,000; in the data active = inhibition above about 27%;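 note: 0% = vehicle and 100% = reference inhibitor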
# Target sequence (P9WQA3 whole entry, looked up): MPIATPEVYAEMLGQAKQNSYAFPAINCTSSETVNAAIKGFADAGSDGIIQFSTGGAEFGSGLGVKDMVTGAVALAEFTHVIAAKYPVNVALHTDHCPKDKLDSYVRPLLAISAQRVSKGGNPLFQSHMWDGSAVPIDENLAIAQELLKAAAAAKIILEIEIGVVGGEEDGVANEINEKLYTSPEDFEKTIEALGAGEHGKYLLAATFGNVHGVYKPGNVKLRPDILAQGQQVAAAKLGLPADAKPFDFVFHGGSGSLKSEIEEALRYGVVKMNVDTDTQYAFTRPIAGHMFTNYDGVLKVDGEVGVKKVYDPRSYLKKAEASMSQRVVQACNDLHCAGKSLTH
# DUSP3 inh: inhibitors of human VHR1 phosphatase (DUSP3). P51452. inhibition, % at 13.3 µM. recombinant VHR phosphatase, pNPP absorbance. hit rate 0.52% among 290,000; in the data active = inhibition above about 50%; note: some compounds called inactive have numbers as strong as hits
# Target sequence (P51452 whole entry, looked up): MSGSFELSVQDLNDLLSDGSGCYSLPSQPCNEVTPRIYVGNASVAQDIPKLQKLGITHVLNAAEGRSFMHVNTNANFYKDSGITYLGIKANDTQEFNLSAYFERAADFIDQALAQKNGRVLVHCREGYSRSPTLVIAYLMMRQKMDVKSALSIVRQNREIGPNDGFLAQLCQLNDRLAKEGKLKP
# The depositor's hits bear a star; i = inactive; . = no result given; + = active, no number. These rows are one share of the data (hit frequency here may not be typical).
SMILES,MazF activator,Rv3671c inh,Mtb UGM inh,BioA inh,3CLpro inhibitor,PriA SSB inh,Vc quorum ag,GDH-TPI counter,Mtb FBA inh,DUSP3 inh
Cc1ccc[n+](C(C)C(=O)Nc2ccc(C)c(C)c2)c1 (centres undefined),10,-6,-1.4,0.1,-3,0,i,3,1,9
CCC1(c2ccc(F)cc2)NC(=O)N(CC(=O)N2CCOCC2)C1=O (centres undefined),4,2,-1.1,-2.0,-4,-10,i,4,0,16
O=C(COC(=O)Cn1cnc2ccccc2c1=O)Nc1ccc2c(c1)OCO2,6,2,3.6,12,-11,-11,-0.4,3,2,10
COc1ccc(NC(=O)CCNC(=O)Cn2cnc3sc4c(c3c2=O)CCCC4)cc1OC,4,-6,-0.2,-1.3,0,-14,-0.4,-7,-2,36
CCN(C(=O)CN1CCC(C)CC1)c1c(N)n(Cc2ccccc2)c(=O)[nH]c1=O,-1,.,.,-1.2,.,2,-1.1,3,4,.
Cc1cc(NC(=O)c2ccccc2Cl)no1,6,2,-1.5,-1.8,0,-15,i,3,-1,35
C/C(=N\NC(=O)c1ccc(Br)cc1)c1cccc(NC(=O)c2cccnc2)c1,5,-3,-1.4,.,7,.,3.3,8,-4,20
O=C(COC(=O)Cc1cccs1)Nc1ccccc1,2,-2,-0.1,.,-1,0,-0.6,9,-2,17
O=C1CCC([N+](=O)[O-])C(c2ccccc2Cl)N1 (centres undefined),9,-2,-3.3,-0.6,1,-7,i,-7,-11,9
CC12COC3(C(=O)NCCc4ccccc4)CC1CCC32C (centres undefined),-4,9,-2.3,.,4,-1,-0.2,-1,-2,2
COc1ccc2nnc(-c3ccccc3)n2n1,6,-3,-0.3,.,-4,0,-0.7,-13,10,-4
COC(=O)c1c(NC(=O)c2c(-c3ccccc3Cl)noc2C)sc2c1CCC2,-6,-13,-1.1,-0.6,-4,-11,0.4,26,-1,18
CC(=O)N(CCC(Cc1ccccc1)c1ccc2c(c1)OCO2)Cc1ccc(Cl)cc1 (centres undefined),-11,-6,1.2,3.5,-4,-3,-6.2,9,-7,-12
CC(=O)N/C(=N\OCc1ccc(Br)cc1)c1nonc1NC(C)=O,4,-7,0.9,.,-1,.,-0.4,7,1,12
Cc1ccc(NC(=S)N2CCN(C(=O)C3CCCO3)CC2)c(C)c1 (centres undefined),4,-1,-0.3,-1.1,0,-6,-6.1,1,2,27

# An excerpt from above in order of molecular weight, descending.
SMILES,MazF activator,Rv3671c inh,Mtb UGM inh,BioA inh,3CLpro inhibitor,PriA SSB inh,Vc quorum ag,GDH-TPI counter,Mtb FBA inh,DUSP3 inh
COC(=O)c1c(NC(=O)c2c(-c3ccccc3Cl)noc2C)sc2c1CCC2,-6,-13,-1.1,-0.6,-4,-11,0.4,26,-1,18
Cc1ccc(NC(=S)N2CCN(C(=O)C3CCCO3)CC2)c(C)c1 (centres undefined),4,-1,-0.3,-1.1,0,-6,-6.1,1,2,27
O=C(COC(=O)Cc1cccs1)Nc1ccccc1,2,-2,-0.1,.,-1,0,-0.6,9,-2,17
Cc1cc(NC(=O)c2ccccc2Cl)no1,6,2,-1.5,-1.8,0,-15,i,3,-1,35

# Continued:
SMILES,MazF activator,Rv3671c inh,Mtb UGM inh,BioA inh,3CLpro inhibitor,PriA SSB inh,Vc quorum ag,GDH-TPI counter,Mtb FBA inh,DUSP3 inh
CN(C)c1cccc(CNC(=O)c2csc([C@@H]3O[C@H](CO)[C@H](O)[C@H](O)[C@H]3O)n2)c1,.,.,.,0.4,.,.,-5.0,0,3,.
Cc1cc(NC(=O)CCC(=O)N(CC2CCCO2)C(C(=O)NC2CCCC2)c2cccnc2)no1 (centres undefined),4,3,0.6,-0.9,2,-13,-3.1,8,4,19
COc1cc(NC(=O)c2ccccc2NS(=O)(=O)c2ccc(Cl)s2)cc(OC)c1,-5,-13,-0.4,-0.4,9,0,-0.2,2,3,5
COc1ccccc1CN1C[C@@H]2C[C@@H](c3[nH]c4c(C)cccc4c3C)N3CCC[C@@]23C1=O,0,-7,-1.4,.,-1,21,i,3,-1,22
C=CCn1c(CNC(=O)c2cccs2)nnc1SCc1ccc(Cl)cc1Cl,-3,-3,2.7,2.8,2,2,-1.1,3,1,9
COc1ccc2nc(/C=N/NC(=O)[C@@H]3CCCN3C(=O)OC(C)(C)C)ccc2c1,-2,3,-2.1,-0.9,5,i,-0.6,9,99*,35
CCOc1ccccc1N(CC(=O)NCCSCc1ccco1)S(=O)(=O)c1ccccc1,1,-2,-1.5,-0.1,0,3,.,-2,-2,8
O=C(N/N=C/c1cc(Cl)ccc1O)c1ccncc1,-85,27,1.4,-0.2,3,.,-0.7,27,-4,17
Cc1ccc(C(O)CCc2ccc(N)cc2)cc1 (centres undefined),-3,-5,-0.7,-1.7,-6,0,1.6,-4,-1,14
N=C(N)N1CCc2ccccc2C1,.,-1,-3.1,.,-1,.,.,.,.,-11
CC1CCc2sc(NC(=O)c3ccc(N4C(=O)CCC4=O)cc3)c(C(N)=O)c2C1 (centres undefined),13,5,-0.3,-0.5,0,-3,i,3,0,14
COc1ccc(-c2cc(C(=O)N3CCN(c4ccc(F)cc4)CC3)no2)cc1OC,10,4,-0.4,-0.8,1,-11,i,3,3,26
COCCNc1nnc(SCC(=O)c2c[nH]c3ccccc23)s1,11,5,0.3,-0.2,-2,-2,i,9,-2,-4
CCc1cccc(N(C(=O)c2csnn2)C(C(=O)NC2CCCCC2)c2cccnc2)c1 (centres undefined),-5,5,2.0,-0.6,4,-1,-0.1,-1,0,2
CC(=O)Nc1ccc(OC(=O)c2c(-c3ccccc3Cl)noc2C)cc1,-2,-1,1.0,.,0,-7,-1.6,-13,-4,-18
Cc1cccc(C(=O)N2CCCC(N3CCN(Cc4ccc5c(c4)OCO5)CC3)C2)n1 (centres undefined),-10,0,2.5,0.0,-3,-9,i,9,3,41
Cc1nc(=S)c2ccccc2[nH]1,-2,0,2.9,0.6,-4,-24,-0.3,31*,-5,-5
CN(CCCn1c(=S)[nH]c2ncccc2c1=O)Cc1ccccc1,5,-5,4.6,0.2,-4,-15,-0.4,12,3,22
CC(C)NS(=O)(=O)c1ccc(NC(=O)Cc2ccsc2)cc1,4,-5,-1.1,0.8,2,-3,i,-4,2,5
CS(=O)(=O)N1CCN(C(=O)c2ccccc2)C1,7,3,1.5,-0.9,-3,-9,0.0,4,1,3
Cc1ccc(N=Cc2c(C)[nH]n(-c3ccccc3)c2=O)nc1,7,-10,0.7,.,1,-15,-0.1,4,4,17
CCOC(=O)/C(C#N)=C/c1ccc(N2CCN(C)CC2)cc1,-13,0,0.5,1.1,-1,-11,i,12,-4,4
O=C(O)C1CCCCC1C(=O)Nc1ccc(-c2ccccc2)cc1 (centres undefined),4,11,0.4,.,1,-1,-0.4,8,5,26
Cc1cc(C(=O)N2CCc3c([nH]c4ccccc34)C2c2cccc(Cl)c2)nn1C (centres undefined),2,-2,-1.5,.,2,-2,-0.2,3,-1,3
Cc1cc2ncn(CCOc3ccccc3)c2cc1C,-1,10,-1.1,4.0,-1,-3,i,-2,-3,17
O=c1n(Cc2ccc(F)cc2)nc2n1-c1ccccc1SC2,1,1,0.8,.,1,-11,-1.5,5,-1,1
CCOC(=O)c1c(NC(=O)c2cccs2)sc(CC)c1-c1cccs1,-11,-6,-1.4,-2.5,6,-27,i,13,9,8
Cc1cccc(CN2CCCC(C(=O)c3ccc4c(c3)OCO4)C2)n1 (centres undefined),-1,-9,2.4,-1.2,-5,9,i,5,3,39
O=C(O)COc1ccccc1/C=N/n1c(C2CCCCC2)n[nH]c1=S,1,.,2.9,-1.0,-1,.,i,1,0,2
Cc1ccc(C)c(NC(=O)CN(C)C(=O)c2cc3c(s2)CCCCC3)c1,-2,12,-3.6,.,.,0,i,8,3,.
CCN(CC)c1ccc(C=C2C(=O)OC(c3ccccc3)OC2=O)cc1 (centres undefined),-186,-10,-1.1,.,-1,-16,-1.0,8,-2,8
CC(=O)Nc1cccc(/C(C)=N/Nc2ccc(S(=O)(=O)Nc3ccccc3C(=O)O)cc2[N+](=O)[O-])c1,3,.,.,11,.,.,i,11,-5,.
CC(C)(C)C1CCc2c(sc(NC(=O)c3cccs3)c2C(N)=O)C1 (centres undefined),1,5,4.6,-1.2,-1,-21,.,-3,3,22
O=C(NNc1cccc(Cl)c1)c1cccnc1Oc1ccccc1,0,3,-4.4,.,8,-11,-0.3,-10,3,-19
CCC1(CC(C)C)C(=O)NC(=S)NC1=O,7,.,.,.,.,-6,-4.5,4,2,.
O=C(CN1CCN(S(=O)(=O)c2ccc(Cl)c(Cl)c2)CC1)N1CCCCC1,-1,-10,2.6,0.6,.,-7,2.0,3,1,.
COc1cc(/C=C/C(=O)OCC(=O)NCCN2C(=O)CSC2=O)ccc1OCC#N,0,-6,-1.6,-2.4,.,-3,-2.1,14,13,.
O=S(=O)(c1cccc2ccccc12)N1CCC2CC1c1cc(Cl)ccc12 (centres undefined),-8,.,.,4.5,.,-11,-0.5,6,-1,.
COc1ccc2c(c1O)Cc1ccccc1C2=O,11,-8,0.5,-3.4,1,9,i,1,-3,4
O=C(c1ccc(COc2ccccc2Cl)o1)N1CCN(c2ccccc2)CC1,2,7,0.0,-1.7,5,-6,-1.1,-2,2,13
Cc1ccc(N2C(=O)c3ccccc3C(C)(C)C2=O)cc1,1,0,2.8,-3.9,-4,-6,-0.7,3,0,25
Cn1c(SC2=CS(=O)(=O)c3ccccc32)nc2ccccc21,11,1,0.2,-2.1,5,-15,i,4,-3,11
O=C(CCN1CCOCC1)Nc1c(-c2ccccc2)c2cc(Br)ccc2[nH]c1=O,-3,1,-1.3,0.2,8,-5,-6.2,13,3,-8
CC(C)(C)N1C(=O)c2ccccc2NC(=O)N1Cc1ccccc1,-14,3,0.5,2.7,-1,-2,i,1,5,6
COC(=O)C1=C(c2ccc(-c3ccccc3)c(F)c2)C[C@@H]2CC[C@H]1N2C(=O)N1CCc2cc(OC)c(OC)cc2C1,1,-12,-2.7,-0.5,.,-2,i,18,1,.
O=C(CCSc1ccccc1)Nc1nc2c(s1)CCCC2,-1,-4,-3.3,-1.2,2,-1,-1.7,10,1,25
O=C(COc1ccc(Cl)cc1)NCCNC(=O)c1ccccn1,-2,1,1.9,-0.4,-3,-20,i,-2,1,44
CCc1nnc(NC(=O)CSc2nc(-c3ccc(OC)cc3)ns2)s1,1,-8,-2.1,-1.6,4,-4,-0.3,-7,-1,3
C/C(=N/NC(=O)c1cc2ccccc2cc1O)C1C(=O)c2ccccc2C1=O,4,23,1.3,0.5,9,.,0.2,17,-5,43
CS(=O)(=O)n1nc(OC(=O)c2cccc3ccccc23)cc1N,-4,-4,-0.3,1.6,4,-19,-1.7,14,7,29
Cc1oc2c(c1C(=O)NCCCC(=O)O)CCCC2,4,-6,1.1,0.2,1,2,-3.9,-1,3,20
CC(C)(C)c1ccc(S(=O)(=O)N2CCC(NC(=O)c3ccco3)CC2)cc1,-42,-10,-2.3,-1.4,-3,9,0.6,0,0,2
O=C(CCCC(=O)OCC(=O)c1ccc(F)cc1)Nc1cc(C(F)(F)F)ccc1Cl,-10,5,-0.8,-2.3,5,-5,-1.7,-10,-2,11
ClCc1nc2ccccc2n1Cc1ccccc1,-89,3,0.7,1.7,2,-12,-0.4,-15,0,2
O=C(Nc1nnc(C2CC2)o1)c1ccc(S(=O)(=O)N2CCc3ccccc3C2)cc1,-8,-3,-1.5,.,8,25,i,-4,-1,30
NC(=S)Nc1ncc(CCN2CCOCC2)c(-c2ccc(F)cc2)n1,5,5,-0.3,.,-4,-3,-1.4,2,4,17
COc1ccc(CCNc2oc(-c3ccccc3OC)nc2C#N)cc1,-14,0,-0.2,0.8,5,9,-0.2,18,+,8
c1ccc2cc3[nH]c(CN4CCCCC4)nc3cc2c1,12,-5,4.2,-1.4,.,-3,-1.2,-3,2,12
